Assay outcomes: PubChem BioAssay, National Center for Advancing Translational Sciences (NCATS)
Tau fluor counter – Counterscreen qHTS for Inhibitors of Tau Fibril Formation, Fluorescence Polarization; tau K18 P301L Alexa594 fluorescence, heparin fibrillization; Potency, µM (top dose mostly 57.7 µM), without a hit: at the top dose activity change, negative = decrease; actives 0.93% (n = 280,000); further: on the % scale 0 is the no-effect control and ±100 the full control effect; nearly all actives have a fitted effect of over 55% in size
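Human K18 P301L tau (15 uM unlabeled plus 0.24 uM Alexa 594-labeled, final) in 100 mM sodium acetate pH 7 was mixed with compound and 20 uM heparin and incubated 6 hr at 37 C.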
ALDH1A1 inh – qHTS Assay for Inhibitors of Aldehyde Dehydrogenase 1 (ALDH1A1) | Purified ALDH1A1, NADH fluorescence, propionaldehyde substrate | Potency, µM (doses to about 75.3 µM), inactives show at the highest dose activity, negative = inhibition, hits mostly inhibitors | actives 7.3% (n = 220,000); active means well fitted inhibition curve with a large enough effect, not every such curve was filed as active; inconclusive means small, poorly fitted or top-dose-only effect, or another doubt; inactive means no such curve, though single readings can be large or run the other way;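 further: plate controls were no enzyme wells and a reference inhibitor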
Tau fibril FP – qHTS for Inhibitors of Tau Fibril Formation, Fluorescence Polarization; Microtubule-associated protein tau (Homo sapiens), P10636; K18 P301L tau heparin fibrillization, Alexa594 FP, 6 h; Potency, µM (series often up to 57.7 µM), inactives show top-dose activity, negative = inhibition, usual class: inhibitors; actives 0.39% (n = 280,000); AID 1468, 2008; further: on the % scale 0 is the no-effect control and ±100 the full control effect; nearly all actives have a fitted effect of over 55% in size
Target sequence (P10636 561-689 P618L limits assumed): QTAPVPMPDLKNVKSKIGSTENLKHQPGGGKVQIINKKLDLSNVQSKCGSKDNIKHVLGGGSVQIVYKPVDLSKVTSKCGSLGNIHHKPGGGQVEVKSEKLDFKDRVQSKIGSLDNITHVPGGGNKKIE
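Read-out: fluorescence polarization of Alexa 594-labeled tau (0.24 uM), 555 nm excitation, 632 nm emission. Mixtures held 15 uM unlabeled K18 P301L, compound and 20 uM heparin, pH 7 acetate buffer, incubated 6 hr at 37 C.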
HTT aggregate – qHTS Multiplex Assay to Identify Dual Action Probes in a Cell Model of Huntington: Aggregate Formation (GFP) | PC12 HttQ103-GFP aggregates, Acumen cytometry, 40 h | Potency, µM (series often up to 46.1 µM), for the others: top-dose activity change, negative = inhibition, hits mostly inhibitors | actives 1.1% (n = 220,000) | AID 1688, 2009; further: on the % scale 0 is the no-effect control and ±100 the full control effect; nearly all actives have a fitted effect of over 60% in size
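Aggregates are detected as GFP objects 1–25 µm with signal 6 STDEV over background in lysates of induced PC12 cells. These carry Huntingtin exon 1 with 103 glutamines fused to GFP under an ecdysone promoter; compounds titrated.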
JMJD2E inh – qHTS Assay for Inhibitors of Human Jumonji Domain Containing 2E (JMJD2E). JMJD2E catalytic domain, FDH-coupled NADH fluorescence (FDH is formaldehyde dehydrogenase). actives 1.6% (n = 230,000). AID 2147, 2009. Lysine-specific demethylase 4E (Homo sapiens), B2RXH2. Potency, µM (series often up to 57.1 µM), for the others: top-dose activity change, negative = inhibition, hits mostly inhibitors; active means well fitted inhibition curve with a large enough effect, not every such curve was filed as active; inconclusive means small, poorly fitted or top-dose-only effect, or another doubt; inactive means no such curve, though single readings can be large or run the other way;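 further: 0% = wells with enzyme and -100% = buffer wells without enzyme; nearly all actives have a fitted effect of over 50% in size; many of its hits are not listed in these tables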
Target sequence (B2RXH2 1-337 limits assumed): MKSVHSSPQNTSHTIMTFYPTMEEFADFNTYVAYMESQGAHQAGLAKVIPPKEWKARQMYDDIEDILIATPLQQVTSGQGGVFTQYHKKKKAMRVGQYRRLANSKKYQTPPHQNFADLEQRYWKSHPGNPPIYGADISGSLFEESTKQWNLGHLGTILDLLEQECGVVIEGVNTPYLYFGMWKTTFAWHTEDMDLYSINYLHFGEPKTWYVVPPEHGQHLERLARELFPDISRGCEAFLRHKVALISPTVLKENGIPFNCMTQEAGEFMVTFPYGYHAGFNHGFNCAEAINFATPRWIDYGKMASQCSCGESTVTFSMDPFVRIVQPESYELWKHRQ
Tau fibril ThT – qHTS for Inhibitors of Tau Fibril Formation, Thioflavin T Binding; Microtubule-associated protein tau (Homo sapiens), P10636; recombinant tau K18 P301L (four-repeat tau fragment), heparin-induced fibrillization, ThT fluorescence; Potency, µM (doses to about 57.4 µM), for the others: at the top dose activity, negative = inhibition, usual class: inhibitors; actives 2.1% (n = 270,000); further: on the % scale 0 is the no-effect control and ±100 the full control effect; nearly all actives have a fitted effect of over 55% in size
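Aggregation was driven by heparin (20 uM final) acting on recombinant tau […] bearing P301L in 100 mM sodium acetate pH 7; fibrils were detected with Thioflavin T.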
SMN2 splice enh – qHTS Assay for Enhancers of SMN2 Splice Variant Expression | HEK293 SMN2-luciferase splicing reporter, luminescence, 30-36 h | Potency, µM (series often up to 46.1 µM), inactives show top-dose activity change, positive = activation, most hits filed as activators | actives 2.8% (n = 210,000); further: % of control where 0% means no effect; nearly all actives have a fitted effect of over 55% in size
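HEK293 cells carry an SMN2 […]–luciferase reporter in which exon 7 inclusion puts luciferase in frame. Cells were plated 10-12 h before compound addition, then incubated 30-36 h at 37C. ONE-Glo luminescence was read; sodium butyrate at 4.5 mM final served as control.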
HTT ATP protect – qHTS Multiplex Assay to Identify Dual Action Probes in a Cell Model of Huntington: Cytoprotection (ATP) | actives 0.14% (n = 230,000) | PC12 HTT-Q103 induced, cytoprotection, ATP luminescence, 40 h | Potency, µM (top dose mostly 56.4 µM), for the others: cytoprotection (ATP increase), hits mostly activators | AID 1471, 2008;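 further: % of control where 0% means no effect; nearly all actives have a fitted effect of over 45% in size; toxic huntingtin expression switched on by the ecdysone agonist tebufenozide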
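Compounds were screened for protection of PC12 cells against cell death after tebufenozide induction (100 nM final) of mutant Huntingtin exon 1 (Q103) fused to GFP.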
An asterisk follows results filed as active; u = inconclusive; x = not tested or not shown; [ ] = dose if it differs, or a comment. Unless noted, the call rests on the fitted dose curve; in most records, active means well fitted curve in the direction sought with a large enough effect; inconclusive means small, poorly fitted or top-dose-only effect, or another doubt; inactive means no such curve, though single readings can be large; an effect the other way counts as inactive or inconclusive. Potency means the concentration at half of the fitted maximal effect. Only part of the results is shown; the hit share may differ from the screen's.

SMILES	Tau fluor counter	ALDH1A1 inh	Tau fibril FP	HTT aggregate	JMJD2E inh	Tau fibril ThT	SMN2 splice enh	HTT ATP protect
CC(C)CCC1(CCNC(C)c2cccs2)CCOC(C)(C)C1 (stereo not given)	6%	x	2%	0%[9.22 µM]	9%	2%	x	8%[10 µM]
Cc1ccc(Cn2nc(C)c(NC(=O)c3cc(C)no3)c2C)cc1	-8%	16%	-3%	-14%	-3%	-11%	-6%	11%
Cc1ccc(N=C2N=C(N)c3ccccc32)c(C)c1	-7%	7%	0%	2%	2%	-23%	13%	8%[10 µM]
COc1cccc(C2CC3(CC(C)(C)NC(=S)N3)Oc3cc(O)ccc32)c1 (stereo not given)	-24%	1%	-6%	-7%	1%	u	-36%[inhibitor]	x
O=C(Nc1ccc(Cl)cc1)c1ccc(OCC2CCCO2)cc1 (stereo not given)	-4%	-1%	-2%	18%	2%	-15%	18%	-37%[inhibitor]
COc1ccc(C(=O)N/C(=C/c2cccnc2)C(=O)N2CCOCC2)cc1OC	-3%	x	0%	28%[9.22 µM]	-3%	-3%	x	17%[10 µM]
CNc1nc2[nH]c(=O)c3c(c2s1)OC(N)=C(C#N)C3c1ccccc1 (stereo not given)	-12%	5%	-1%	-2%	u	-9%	7%	1%[10 µM]
O=C1CCCN1CCC1CCN(C2CC(=O)N(c3ccc(Cl)cc3)C2=O)CC1 (stereo not given)	-4%	20µM*	-2%	11%	6%	-16%	-5%	-16%
Nc1nc(NCc2ccco2)nc(NCCO)c1[N+](=O)[O-]	-14%	x	-1%	41%[9.22 µM]	2%	-12%	x	29%[10 µM]
NS(=O)(=O)c1ccc(Nc2nc(-c3ccc(O)cc3)cs2)cc1	u	-6%	20%	14%	-18%	13µM*	u	6%
O=C(CNCc1ccccn1)Nc1cc(C(F)(F)F)ccc1N1CCOCC1	-17%	x	-13%	22%[9.22 µM]	u	-17%	x	-3%[10 µM]
COc1cc(NC(=O)Cn2c(=O)n(-c3ccccc3)c(=O)c3c4c(sc32)CCCC4)cc(OC)c1	6%	x	-5%	x	x	u	6%	x

Part of the list above, bar-delimited:
Structure | Tau fluor counter | ALDH1A1 inh | Tau fibril FP | HTT aggregate | JMJD2E inh | Tau fibril ThT | SMN2 splice enh | HTT ATP protect
NS(=O)(=O)c1ccc(Nc2nc(-c3ccc(O)cc3)cs2)cc1 | u | -6% | 20% | 14% | -18% | 13µM* | u | 6%
O=C(CNCc1ccccn1)Nc1cc(C(F)(F)F)ccc1N1CCOCC1 | -17% | x | -13% | 22%[9.22 µM] | u | -17% | x | -3%[10 µM]

(further entries)
SMILES	Tau fluor counter	ALDH1A1 inh	Tau fibril FP	HTT aggregate	JMJD2E inh	Tau fibril ThT	SMN2 splice enh	HTT ATP protect
O=C(N/N=C/c1[nH]c2ccccc2c1Cl)c1cccc(Br)c1	-10%	u	4%	-13%[9.22 µM]	u	u	x	-5%[10 µM]
O=[N+]([O-])c1ccc(C2=NCCO2)cc1	0%	x	-1%	-22%[9.22 µM]	-3%	-6%	x	5%[10 µM]
Cc1ccccc1CC(=O)N1CCCC(CCC(=O)N2CCN(c3ccccn3)CC2)C1 (stereo not given)	-3%	6%	-5%	-1%[9.22 µM]	-1%	0%	x	1%[10 µM]
Cc1cc(=O)n2ccsc2n1	-6%	-6%	4%	17%	-19%	-3%	1%	28%[1.9 µM]
CCc1nnc(N/N=C/c2c(Cl)cccc2Cl)n1N	-4%	-4%	-4%	-9%	-2%	u	-10%	-11%
C=CCOc1ccc(/C(O)=C2/C(=O)C(=O)N(CCCN3CCOCC3)C2c2ccc(OC)cc2)cc1 (stereo not given)	4%	-2%	7%	19%	8%	-13%	u	33%[1.9 µM]
CCOC(=O)c1ccc2c(c1)nc(COc1ccccc1C#N)n2CC	-1%	7%	1%	u	1%	-12%	x	1%[10 µM]
CCCCSc1nnc2[nH]c(=O)cc(N)n12	-3%	u	1%	12%	-3%	-5%	-58%	-8%
O=[N+]([O-])/C(C=Nc1ccccc1O)=C\Nc1ccccc1O	-24%	x	-2%	-23%[9.22 µM]	13µM*	u	x	-30%[10 µM]
Cc1cc(C)c2c(=O)[nH]n(C3CC(C)N(C)CC3C)c2n1 (stereo not given)	-9%	13%	-2%	-16%	-5%	-14%	26%	1%[0.074 µM]
CCOCCc1nnc(NC(=O)C(C)Oc2ccccc2)s1 (stereo not given)	8%	4%	10%	u	5%	-4%	-5%	12%
Cc1cc(C)c(C#N)c(SCc2ccccc2[N+](=O)[O-])n1	u	18µM*	-1%	-6%	-9%	-4%	-22%	3%[10 µM]

Twelve successive entries from above, for reference:
SMILES	Tau fluor counter	ALDH1A1 inh	Tau fibril FP	HTT aggregate	JMJD2E inh	Tau fibril ThT	SMN2 splice enh	HTT ATP protect
O=C(N/N=C/c1[nH]c2ccccc2c1Cl)c1cccc(Br)c1	-10%	u	4%	-13%[9.22 µM]	u	u	x	-5%[10 µM]
O=[N+]([O-])c1ccc(C2=NCCO2)cc1	0%	x	-1%	-22%[9.22 µM]	-3%	-6%	x	5%[10 µM]
Cc1ccccc1CC(=O)N1CCCC(CCC(=O)N2CCN(c3ccccn3)CC2)C1 (stereo not given)	-3%	6%	-5%	-1%[9.22 µM]	-1%	0%	x	1%[10 µM]
Cc1cc(=O)n2ccsc2n1	-6%	-6%	4%	17%	-19%	-3%	1%	28%[1.9 µM]
CCc1nnc(N/N=C/c2c(Cl)cccc2Cl)n1N	-4%	-4%	-4%	-9%	-2%	u	-10%	-11%
C=CCOc1ccc(/C(O)=C2/C(=O)C(=O)N(CCCN3CCOCC3)C2c2ccc(OC)cc2)cc1 (stereo not given)	4%	-2%	7%	19%	8%	-13%	u	33%[1.9 µM]
CCOC(=O)c1ccc2c(c1)nc(COc1ccccc1C#N)n2CC	-1%	7%	1%	u	1%	-12%	x	1%[10 µM]
CCCCSc1nnc2[nH]c(=O)cc(N)n12	-3%	u	1%	12%	-3%	-5%	-58%	-8%
O=[N+]([O-])/C(C=Nc1ccccc1O)=C\Nc1ccccc1O	-24%	x	-2%	-23%[9.22 µM]	13µM*	u	x	-30%[10 µM]
Cc1cc(C)c2c(=O)[nH]n(C3CC(C)N(C)CC3C)c2n1 (stereo not given)	-9%	13%	-2%	-16%	-5%	-14%	26%	1%[0.074 µM]
CCOCCc1nnc(NC(=O)C(C)Oc2ccccc2)s1 (stereo not given)	8%	4%	10%	u	5%	-4%	-5%	12%
Cc1cc(C)c(C#N)c(SCc2ccccc2[N+](=O)[O-])n1	u	18µM*	-1%	-6%	-9%	-4%	-22%	3%[10 µM]
